High-throughput results (PubChem)
LMNA splice mod: modulators of lamin A splicing; HeLa LMNA splicing GFP/RFP minigene ratio, 48 h; AID 1487; Potency, µM (top dose mostly 46.1 µM), without a hit: at the highest dose ratio change, negative = inhibition, hits mostly inhibitors; actives 0.01% (n = 200,000); active = well fitted inhibition curve with a large enough effect in the signal ratio, with a control signal flat, not every such curve was filed as active; inconclusive = small, poorly fitted or top-dose-only effect, or effect the other way, or a change in a side signal; the % refers to the signal ratio; note: potency is the fitted concentration of half-maximal effect; % is set by controls: 0 for no effect and ±100 for the full control effect
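S3 HeLa cells stably expressing lamin A-EGFP splicing minigene plus DsRed2, 600 cells/well, 48 h compound exposure at 37C. Laser-scanning cytometry; analysed as GFP (500-530 nm)/RFP (575-640 nm) total intensity ratio; 0.5% DMSO vehicle.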
Epigenetic reg: derepresses silenced GFP reporter in murine cells; actives 0.2% (n = 280,000); Potency, µM (highest dose often 53.9 µM), inactives show at the top dose GFP activation, hits mostly activators; murine LDR cells, GFP reporter derepression, 30 h; note: potency is the fitted concentration of half-maximal effect; % of control where 0% means no effect; nearly all actives have a fitted effect of over 60% in size
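In this reporter-derepression format, murine cells bearing a silenced integrated CMV-GFP locus incubate with test compound (30 h, 37 C), then are washed and imaged; fluorescent objects of 20–120 um count as induced cells.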
GLA spleen mod: alpha-galactosidase A (human) modulation. P06280. Potency, µM (doses to about 80 µM), without a hit: at the top dose activity change, negative = inhibition, most hits filed as inhibitors. actives 0.008% (n = 240,000). human spleen homogenate, 4MU-alpha-Gal fluorescence, 40 min;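 note: potency is the fitted concentration of half-maximal effect; 0% = enzyme with vehicle and -100% = no enzyme basal signal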
Target sequence (P06280 32-429 limits assumed): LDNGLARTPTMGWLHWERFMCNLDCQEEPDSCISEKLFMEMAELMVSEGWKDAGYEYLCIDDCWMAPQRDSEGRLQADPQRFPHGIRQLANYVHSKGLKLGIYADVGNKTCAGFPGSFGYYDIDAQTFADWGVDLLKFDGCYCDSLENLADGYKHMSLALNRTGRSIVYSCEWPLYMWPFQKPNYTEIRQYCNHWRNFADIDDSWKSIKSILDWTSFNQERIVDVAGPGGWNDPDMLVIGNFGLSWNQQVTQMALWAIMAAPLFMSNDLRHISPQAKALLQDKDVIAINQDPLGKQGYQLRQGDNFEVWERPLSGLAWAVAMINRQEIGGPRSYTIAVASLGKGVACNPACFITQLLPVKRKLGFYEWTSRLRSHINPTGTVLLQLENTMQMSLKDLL
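Fluorogenic readout (Ex 365/Em 440 nm) of 4-methylumbelliferone released from 1 mM 4-MU-alpha-galactoside by spleen homogenate, 40 min at 37C, pH 5.0. Data normalized to no-enzyme and enzyme controls; Hill-equation AC50 from compound titrations.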
IMPase Li cell: membrane-permeable IMPase blocker, potentiated with lithium. CHO-M1 cells, IP1 TR-FRET (IP-One), carbachol + lithium. Potency, µM (highest dose often 59.4 µM), without a hit: at the highest dose activity, negative = IMPase inhibition, hits mostly inhibitors. actives 0.35% (n = 210,000). AID 1457;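 note: IP1 builds up when IMPase is blocked and the TR-FRET signal falls; potency is the fitted concentration of half-maximal effect; plate controls were basal vehicle for no effect and high inhibitor control for full effect; nearly all actives have a fitted effect of over 50% in size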
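IP1 accumulation measured by competitive TR-FRET in lysed CHO-M1 cells after 30 min compound exposure at 37C, with a small lithium addition to potentiate weak responses. Hill-equation AC50 from ratio and donor-channel data.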
CBFb RUNX1 block: CBF-beta/RUNX1 interaction disruption. AlphaScreen CBFb-His/RUNX1-biotin binding, biochemical. Potency, µM (highest dose often 59.8 µM), for inactives: at the top dose activity, negative = inhibition, usual class: inhibitors. 230,000 tested, under 10 active. AID 1477; note: % of control where 0% means no effect
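CBFb-His/RUNX1-biotin, 30 nM each, preincubated 20 min RT; compound 15 min RT; Ni + streptavidin beads 50 ng each, 90 min RT; AlphaScreen read.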
NPSR antagonist: blocks cAMP signaling of the human neuropeptide S receptor | CHO-NPSR cells, cAMP TR-FRET, antagonist mode | AID 1461 | actives 1% (n = 220,000) | Potency, µM (highest dose often 38.3 µM), for the others: at the top dose activity change, negative = inhibition, hits mostly inhibitors; note: potency is the fitted concentration of half-maximal effect; % is set by controls: 0 for no effect and ±100 for the full control effect; nearly all actives have a fitted effect of over 50% in size; many of its hits are not listed in these tables
Target sequence (Q6W5P4 whole entry, looked up): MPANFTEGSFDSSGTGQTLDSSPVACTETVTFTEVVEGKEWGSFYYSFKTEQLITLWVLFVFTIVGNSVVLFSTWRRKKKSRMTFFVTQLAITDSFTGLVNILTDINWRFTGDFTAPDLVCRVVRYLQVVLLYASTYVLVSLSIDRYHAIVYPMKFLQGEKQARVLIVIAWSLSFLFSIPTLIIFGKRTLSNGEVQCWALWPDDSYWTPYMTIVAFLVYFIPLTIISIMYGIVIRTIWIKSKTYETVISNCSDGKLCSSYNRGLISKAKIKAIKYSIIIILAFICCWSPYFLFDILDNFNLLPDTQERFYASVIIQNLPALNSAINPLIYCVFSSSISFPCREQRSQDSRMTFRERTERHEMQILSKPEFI
KinaseGlo FLuc: counter-screen: inhibitors of Kinase-Glo firefly luciferase; AID 1379; Kinase-Glo luciferase, ATP luminescence, 8 min; Potency, µM (highest dose often 38.3 µM), for the others: at the highest dose activity change, negative = inhibition, hits mostly inhibitors; Q27757; actives 0.28% (n = 200,000); note: potency is the fitted concentration of half-maximal effect; % is set by controls: 0 for no effect and ±100 for the full control effect; nearly all actives have a fitted effect of over 60% in size
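Compounds were added to a substrate mix at pH 7.2 (50 mM imidazole, 10 uM ATP, within the enzyme's linear range), followed by Kinase-Glo detection reagent; luminescence was measured after 8 minutes at ambient temperature.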
Active calls of the source: *; u = inconclusive; x = not tested or not shown; & = joins results of further samples; [ ] = remark or other dose. Unless noted, calls come from the whole dose curve; as a rule, active = well fitted curve in the direction sought with a large enough effect; inconclusive = small, poorly fitted or top-dose-only effect, or another doubt; inactive = no such curve, though single readings can be large; an effect the other way counts as inactive or inconclusive.

The opening two entries, ahead of the listing:
Values run as follows: LMNA splice mod, Epigenetic reg, GLA spleen mod, IMPase Li cell, CBFb RUNX1 block, NPSR antagonist, KinaseGlo FLuc
Cc1ccc(-c2nnc(SCC(=O)N/N=C/c3c(C)nn(-c4ccccc4)c3C)n2-c2ccc(C)cc2)cc1
→ -8%, 0.0%, -5%, 14%, -2%, -25%, -1%
COc1ccc2nc(NS(=O)(=O)c3ccc(NC(C)=O)cc3)sc2c1
→ -7%, -0.4%, -5%, -11%[38.3 µM], 4%, -1%[46.1 µM], 2%

All compounds of this part, previewed entries included:
Values run as follows: LMNA splice mod, Epigenetic reg, GLA spleen mod, IMPase Li cell, CBFb RUNX1 block, NPSR antagonist, KinaseGlo FLuc
Cc1ccc(-c2nnc(SCC(=O)N/N=C/c3c(C)nn(-c4ccccc4)c3C)n2-c2ccc(C)cc2)cc1
→ -8%, 0.0%, -5%, 14%, -2%, -25%, -1%
COc1ccc2nc(NS(=O)(=O)c3ccc(NC(C)=O)cc3)sc2c1
→ -7%, -0.4%, -5%, -11%[38.3 µM], 4%, -1%[46.1 µM], 2%
O=C(Nc1ccccc1)c1ccc2c(c1)OCCO2
→ 4%, -1.2%, -16%, 3%[38.3 µM], 10%, -6%[46.1 µM], u
Clc1ccc(C2=Nn3c(nnc3-c3cccnc3)SC2)s1
→ 2%, -1.1%, 4%, 0%[38.3 µM], 3%, 3%[46.1 µM], -9%
Cn1cc(-c2nc3cnc(N4CCNCC4)nc3n(Cc3ccc(F)cc3)c2=O)c2ccccc21
→ u, x, 20%, -7%, x, x, x
CC(=O)NN1C(=O)c2ccc(Oc3cccc([N+](=O)[O-])c3)cc2C1=O
→ -2%, 2.9%, -9%, -13%[38.3 µM], -1%, -11%[46.1 µM], -1%
CCN=C1SC(C(=O)Nc2cccc(Cl)c2)CC(=O)N1CC (configuration not stated)
→ 11%[9.22 µM], -4.4%, -4%, -5%, -20%, 5%, 1%
O=C(COc1ccc(Cl)cc1)Nc1nc(-c2cccs2)cs1
→ u, -1.0%, -1%, 2%, 9%, -11%[46.1 µM], 1%
Cc1nc(NC(C)c2ccccc2)sc1C(=O)Nc1ccccc1 (configuration not stated)
→ x, 3.2%, -2%, 10%, 4%, -34%, 1%
COc1ccc2cc(C(c3nnnn3C3CCCC3)N3CCCCCC3)c3nnnn3c2c1 (configuration not stated)
→ -4%, -1.0%, -1%, 24%, -2%, -25%, 1%
Cc1ncc(CN2CCN(Cc3ccccc3)C(CCO)C2)s1 (configuration not stated)
→ x, 0.5%, 6%, x, 6%, -13%, x
COc1cc(C/C=C\c2ccccc2)c(OC)cc1O
→ x, 1.1%, -11%, 11%, u, x, 1%
CCOc1ccc(NC(=O)C(C)Oc2ccccc2C(=O)Nc2ccc(C)c(Cl)c2)cc1 (configuration not stated)
→ u, -1.1%, 4%, 13%[38.3 µM], 2%, -16%[46.1 µM], -3%
CC(C)(C)C1CCc2onc(C(=O)N3CCOCC3)c2C1 (configuration not stated)
→ 20%, 1.2%, 7%, 32%[activator][38.3 µM], 2%, -9%[46.1 µM], 1%
CCOC(=O)c1sc(Nc2ccccc2Cl)nc1C
→ x, -2.3%, -5%, x, 19%, -20%, x

Later entries.
Values run as follows: LMNA splice mod, Epigenetic reg, GLA spleen mod, IMPase Li cell, CBFb RUNX1 block, NPSR antagonist, KinaseGlo FLuc
O=C(N/N=C\c1ccc(-c2ccc([N+](=O)[O-])cc2)o1)C1COc2ccccc2O1 (configuration not stated)
→ u, 0.0%, -11%, u, -4%, -23%, -7%
CCOC(=O)c1ccccc1NC(=O)N[C@@H](C)C(=O)OC
→ 22%, -1.6%, -6%, 56%[activator][38.3 µM], -3%, 8%[46.1 µM], 1%
O=C(N=NC(=O)c1ccc2c(O)n(C3CCCCC3)c(O)c2c1)c1cccnc1
→ 3%, 0.0%, -6%, -8%[38.3 µM], -3%, -6%[46.1 µM], -4%
CCn1cc([N+](=O)[O-])c(C(=O)Nc2ccc(Br)cn2)n1
→ -4%, -2.0%, -4%, -12%[38.3 µM], 4%, -2%[46.1 µM], -1%
O=C(/C=C/c1nc2ccccc2s1)N1CCCCCC1
→ u, 0.0%, 4%, 0%, 13%, -11%, -3%
CC(C)c1cccc(C(C)C)c1NC(=S)Nc1cccc(Cl)c1
→ x, -1.7%, 1%, x, 1%, 12%, x
O=C(/C=C/c1ccc([N+](=O)[O-])cc1)NCc1ccc2c(c1)OCO2
→ 2%[46 µM], 1.1%, 0%, 9%, 3%, 2%, 1%
Cc1ccc(NC(=O)CSCC(=O)O)cc1
→ x, 0.0%, -21%, 2%, 8%, -1%, -1%
O=C1OC(c2ccccc2)/C(=C(/O)c2ccc(Cl)cc2)C1=O (configuration not stated)
→ 2%, 0.0%, 1%, u, -10%, 12%[46.1 µM], -2%
COc1cccc(/C=N/n2cnc3c(cnn3-c3ccccc3)c2=O)c1
→ x, -1.1%, 4%, x, 12%, -17%, x
CCCCOC(=O)c1ccc(NC(=O)C(=O)NCC2CCCO2)cc1 (configuration not stated)
→ -1%, 0.2%, -3%, 28%[38.3 µM], -1%, -18%[46.1 µM], -3%
CC(C)(C)c1ccc(NC(=O)NCc2ccco2)cc1
→ -15%, 0.8%, -4%, -16%[38.3 µM], -10%, -4%[46.1 µM], -8%
COc1ccc(CNC(=O)N2CCN(c3ccc(F)cc3)CC2)cc1Cl
→ u, -0.1%, 3%, -9%, -3%, -13%, 0%
O=C(Nc1cccc(Cl)c1)Nc1cccc(C(=O)O)c1
→ x, -1.0%, -3%, x, 11%, 12%, x
O=C(Nc1ccc(F)cc1F)NC1CC(=O)N(Cc2ccccc2)C1 (configuration not stated)
→ -4%, 0.0%, -3%, -6%, 3%, -2%[46.1 µM], 0%

Going on with the list.
Values run as follows: LMNA splice mod, Epigenetic reg, GLA spleen mod, IMPase Li cell, CBFb RUNX1 block, NPSR antagonist, KinaseGlo FLuc
O=C(NCCCN1CCc2ccccc2C1)C1CCN(S(=O)(=O)N2CCC3(CC2)OCCO3)CC1
→ x, -0.6%, 7%, -4%, -7%, 15%, -1%
N#Cc1cccn1-c1nccs1
→ u, -1.4%, u, -5%, -19%, 6%, -1%
NC(=O)CN(c1ccccc1)C1SC(=O)N(Cc2ccccc2)C1=O (configuration not stated)
→ 13%, -1.1%, -4%, 10%[38.3 µM], 1%, 4%[46.1 µM], 10%
C/C=C(\C)C(=O)OC1c2c(ccc3ccc(=O)oc23)OC(C)(C)C1OC(C)=O (configuration not stated)
→ u, -3.4%&1.2%, 4%&0%, 14%&16%, 11%, -25%[46.1 µM], -5%&0%
Cn1c2ccc(F)cc2c2ncn(CCCN(CCO)CCO)c(=O)c21
→ -6%, -1.0%, -25%, -10%[38.3 µM], 5%, -1%[46.1 µM], -2%
O=C(C1=C[C@H](C2CCCCC2)C[C@H](OCc2ccc(CO)cc2)O1)N1CCOCC1
→ x, -0.7%, 1%, -9%, 2%, 13%, x
O=C(Nc1ccc2ccccc2c1)Nc1ccc2snnc2c1
→ -23%, -1.3%, 3%, 11%[38.3 µM], 1%, u, -4%
O=C(Cc1nnc(NC(=O)Nc2ccccc2)s1)NCc1ccccc1
→ -8%, 0.0%, 11%, -5%, 2%, 5%[46.1 µM], 0%
Cc1ccc(NCc2nnc(SCCN3CCCCC3)n2CC2CCCO2)cc1Cl (configuration not stated)
→ -8%, 0.0%, 11%, 24%[38.3 µM], 6%, -2%[46.1 µM], -3%
FC(F)(F)c1cccc(NC(=S)Nc2ccc(Cl)c(Cl)c2)c1
→ x, 6.5%, 7%, x, -5%, u, x
CCCCN(CCCC)S(=O)(=O)c1ccc2[nH]c(=O)[nH]c2c1
→ 13%, -0.1%, 8%, 36%[activator][38.3 µM], -3%, 0%[46.1 µM], -2%
Cc1ccc(C(=O)Cn2nnc(-c3cccs3)n2)cc1
→ x, -0.4%, 2%, x, 14%, -4%, x
O=C(Nc1nc2nccc(-c3ccccc3)n2n1)C(Cl)(Cl)Cl
→ -14%, 0.0%, 5%, -1%, 4%, -2%, 14%
CCCCOC(=O)C1[C@H]2C(=O)N(CCc3ccccc3)C[C@]23C=C[C@H]1O3 (some centres not stated)
→ u, -7.1%, -4%, -16%[38.3 µM], 7%, -17%[46.1 µM], -6%
Cc1ccc(S(=O)(=O)Nc2ccc3c(c2)nc(CN2CCCC2)n3C)cc1
→ 4%, 0.8%, 3%, 17%[38.3 µM], -5%, -8%[46.1 µM], 2%

Following part
Values run as follows: LMNA splice mod, Epigenetic reg, GLA spleen mod, IMPase Li cell, CBFb RUNX1 block, NPSR antagonist, KinaseGlo FLuc
Cc1ccc(C)n1-n1cnc2sc(-c3ccccc3)cc2c1=O
→ u, -3.2%, 10%, 9%[38.3 µM], -5%, -26%[46.1 µM], 5%
O=C1CCC(=O)N1CCc1c[nH]c2ccccc12
→ -3%, -0.2%, -12%, x, 0%, 3%[46.1 µM], x
O=C(Nc1ccc(F)cc1)c1nsc(Cl)c1Cl
→ 3%, -0.1%, -3%, 10%, 4%, -6%, -17%
CCOC(=O)Cc1csc(NC(=O)COc2ccc3c(C)cc(=O)oc3c2)n1
→ x, 1.1%, 2%, -3%, -4%, 10%, -4%
NCCc1nnc(SCc2c(Cl)cccc2Cl)o1
→ x, -0.3%, 0%, x, 8%, 6%[7.67 µM], x
COC(=O)CN1C(=S)N(c2ccc(F)cc2)C(=O)C1CC(=O)Nc1ccccc1 (configuration not stated)
→ 19%[46 µM], 2.7%, 5%, 4%, 0%, -25%, -1%
CCOc1ccc(C2C(C#N)=C(N)N3C(=C2C#N)Sc2ccccc23)cc1 (configuration not stated)
→ 15%, u, -9%, -18%[38.3 µM], 25%, -9%[46.1 µM], 11%
CS(=O)(=O)c1ccc(Cl)c(NC(=O)COC(=O)CNC(=O)c2ccccc2)c1
→ 11%[46 µM], -0.4%, -7%, 1%, 7%, -2%, 7%
COc1ccccc1C(=O)N1CCN(Cc2cn[nH]c2-c2ccc(F)cc2F)CC1
→ u, 6.5%, 12%, 11%, -2%, -1%, 3%
O=C(CSc1nnc(-c2ccccn2)n1Cc1ccccc1)N1CCCC1
→ -6%, 4.7%, -4%, 6%, 3%, -7%[46.1 µM], 3%
O=C1CC(C(F)(F)F)=NN1
→ x, 0.0%, 2%, x, 0%, -15%, x
CC(C)CO/N=C1/C[C@@H](O)[C@@H](O)[C@@H]2[C@H]3C(=O)N(c4ccc(F)cc4F)C(=O)[C@@H]3CC[C@H]12
→ x, 0.8%[10.1 µM], -1%[17.5 µM], x, -8%[13.1 µM], x, x

This is a subset, so the mix of outcomes need not match the whole.
